# Ba/F3 V617F tox – lowers viability of Ba/F3 cells expressing EpoR and JAK2V617F; ATP luminescence; inhibition, % at 5.6 µM; 220,000 tested, 1.1% active;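 active means inhibition above the campaign mean plus 3 SD over all tested compounds, cut at about 24% in these data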;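 further: cytokine-independent growth of Ba/F3 cells driven by EpoR plus mutant JAK2; 0% = DMSO-treated cells and 100% = JAK inhibitor I control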
# BaF3 tox – reduces parental Ba/F3 cell viability, JAK2V617F counter-screen; CellTiter-Glo ATP luminescence; inhibition, % at 5.6 µM; 220,000 tested, 1.1% active; AID 1486;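 active means inhibition above a per-campaign cutoff, the mean inhibition of all tested compounds plus 3 SD, cut at about 27% in these data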;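 further: 0% = DMSO wells and 100% = JAK Inhibitor I control wells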
# RBBP9 inhibitor – blocks human serine hydrolase RBBP9. inhibition, % at 7.94 µM. 220,000 tested, 0.2% active. recombinant RBBP9, FP-Rh probe fluorescence polarization. AID 1515;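 active means inhibition above the campaign mean of all tested compounds plus 3 SD, cut at about 14% in these data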;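 further: plate controls were DMSO wells with RBBP9 for no effect and wells lacking RBBP9 protein for full effect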
#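 Controls: DMSO-treated enzyme wells and wells lacking RBBP9 | Material: RBBP9 protein | Technique: Fluorescence polarization | Replication: Single well per compound, no replicates | Buffer or medium: Tris-NaCl-Pluronic buffer, pH 8.0 | Timing: 30 min compound preincubation, 45 min probe labeling, 25 °C | Read-out basis: Percent inhibition from mP, scaled between DMSO and no-protein wells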
# S1P4 agonist – human S1P4 receptor agonism; S1P4-expressing cell line, agonist reporter assay; activation, % at 4.98 µM; 220,000 tested, 0.35% active; in the data active means activation above about 11%;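 further: 0% = DMSO vehicle and 100% = reference agonist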
# Runt-CBFb FRET – inhibitors of human RUNX1 Runt domain binding to CBFb | inhibition, % at 20 µM | Q01196+Q13951 | Cerulean-Runt/Venus-CBFb FRET ratio 530/480, 1 h | 220,000 tested, 0.46% active;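 active means inhibition over about 50% at 20 µM in the single-dose screen, limit read from the data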;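 further: 0% = DMSO wells and 100% = excess unlabeled CBFb competitor control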
# Target sequence (Q01196 whole entry, looked up, the tested form may be a part): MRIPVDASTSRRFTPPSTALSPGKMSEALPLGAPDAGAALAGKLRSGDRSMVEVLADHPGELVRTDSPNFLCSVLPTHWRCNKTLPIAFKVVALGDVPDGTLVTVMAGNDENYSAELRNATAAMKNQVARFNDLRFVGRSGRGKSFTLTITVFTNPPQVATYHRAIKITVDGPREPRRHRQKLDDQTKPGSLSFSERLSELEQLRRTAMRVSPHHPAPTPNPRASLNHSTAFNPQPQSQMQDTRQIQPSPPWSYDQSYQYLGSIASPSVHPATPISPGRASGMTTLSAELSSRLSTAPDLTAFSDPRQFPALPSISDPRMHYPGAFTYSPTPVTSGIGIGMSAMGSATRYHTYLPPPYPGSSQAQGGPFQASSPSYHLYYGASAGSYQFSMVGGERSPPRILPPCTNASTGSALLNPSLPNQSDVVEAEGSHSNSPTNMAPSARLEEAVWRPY
# Target sequence (Q13951 whole entry, looked up, the tested form may be a part): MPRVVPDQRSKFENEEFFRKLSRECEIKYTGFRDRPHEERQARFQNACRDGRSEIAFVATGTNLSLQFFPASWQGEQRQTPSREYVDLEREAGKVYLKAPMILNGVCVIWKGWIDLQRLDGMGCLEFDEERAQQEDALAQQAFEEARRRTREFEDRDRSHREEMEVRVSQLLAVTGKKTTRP
#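 System: Cerulean-labeled Runt domain protein | Quantity: 100 nM of each labeled protein | Schedule: 1 h compound exposure, room temperature | Detection: Fluorescence energy transfer, 422 nm excitation, 530/480 nm emission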
# NPY2 pot ag – potentiators or agonists of human neuropeptide Y receptor Y2; activation, % at 3.6 µM; cells expressing NPY-Y2, potentiator/agonist read-out; 220,000 tested, 0.45% active; in the data active means activation above about 27%;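 further: cells stimulated with NPY near EC25 plus isoproterenol at EC100; 0% = vehicle plus submaximal agonist and 100% = vehicle plus saturating agonist; some results beyond the cut were filed as inactive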
# NPY Y1 blocker – blocks the human neuropeptide Y Y1 receptor. P25929. HEK293-CNG Y1 cells, membrane potential fluorescence; NPY at EC95, then isoproterenol. inhibition, % at 3.6 µM. 200,000 tested, 1% active;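 active means inhibition above the campaign mean inhibition of all tested compounds plus 3 SD, cut at about 20% in these data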;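 further: 0% = DMSO wells given NPY plus isoproterenol and 100% = isoproterenol alone without NPY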
# Target sequence (P25929 whole entry, looked up): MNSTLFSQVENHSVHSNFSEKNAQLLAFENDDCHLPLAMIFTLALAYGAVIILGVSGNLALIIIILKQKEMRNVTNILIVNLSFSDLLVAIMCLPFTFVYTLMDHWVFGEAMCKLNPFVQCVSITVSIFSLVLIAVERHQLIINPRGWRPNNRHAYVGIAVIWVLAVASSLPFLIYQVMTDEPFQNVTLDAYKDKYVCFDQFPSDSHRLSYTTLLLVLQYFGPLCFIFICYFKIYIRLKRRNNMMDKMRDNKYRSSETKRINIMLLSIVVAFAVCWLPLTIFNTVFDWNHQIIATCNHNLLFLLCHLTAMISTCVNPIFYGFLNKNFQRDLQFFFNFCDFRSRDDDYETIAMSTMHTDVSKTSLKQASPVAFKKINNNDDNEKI
#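 Assay system: HEK293 Y1/CNG channel cell line; Doses: single compound dose of 3.6 µM, 0.4% DMSO; Timing: dye 3 h, compound 60 min room temperature, stimulation 45 min; Technique: Membrane-potential fluorescent dye readout; Measure: % inhibition of NPY effect.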
# NPY-Y1 PAM-ag – human NPY-Y1 potentiation or agonism, primary screen; P25929; NPY-Y1 expressing cells, potentiator/agonist activation; activation, % at 3.6 µM; 220,000 tested, 0.37% active; in the data active means activation above about 33%, passing the limit was not always enough;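 further: cells stimulated with NPY at EC10 then isoproterenol at EC100; 0% = low agonist plus stimulus and 100% = saturating agonist plus stimulus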
# S1P4 antagonist – antagonists of human S1P4 receptor | S1P4-expressing cells, antagonist mode, reporter read-out | 220,000 tested, 0.26% active | O95977 | inhibition, % at 4.98 µM; in the data active means inhibition above about 29%;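 further: 0% = wells stimulated with agonist and 100% = vehicle wells without agonist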
# * marks the source's active call; other numbers are inactive results; nt = no result given.
Structure	Ba/F3 V617F tox	BaF3 tox	RBBP9 inhibitor	S1P4 agonist	Runt-CBFb FRET	NPY2 pot ag	NPY Y1 blocker	NPY-Y1 PAM-ag	S1P4 antagonist
O=C(NCc1cccc(Cl)c1)c1ccc2c(c1)OCO2	2	1	-7	0.3	0	7	1	12	-31
CCOc1ccc(NS(=O)(=O)c2ccc(NC(=O)[C@@H]3CCCC[C@@H]3C(=O)O)cc2)cc1	-2	9	-8	0.0	-4	17	-3	-10	-11
CCCCn1c(N)c(Sc2ccc(Cl)cc2)c(=O)[nH]c1=O	-1	7	2	-1.2	2	-5	4	-14	-2
COc1ccc(Oc2ccc(C(F)(F)F)cc2NC(=O)c2ccc(OC)cc2)cc1	-4	2	-13	-0.5	1	-69	nt	-21	4
CCOC(=O)c1c(NC(=O)/C=C\C(=O)O)sc(C)c1-c1ccccc1	2	9	-6	1.2	-2	-9	6	13	7
O=C(COC(=O)c1ccc2c(c1Cl)C(=O)c1ccccc1C2=O)NC1CCCCC1	-1	7	-5	0.5	2	7	1	10	-19
O=C1CC(Sc2nnnn2-c2ccccc2)C(=O)N1c1cccc(Cl)c1 (configuration not stated)	5	6	-9	-1.4	45	-10	-1	2	-10
COc1ccccc1Nc1nc(N)nc(CN2CCC(C)CC2)n1	4	9	6	-2.1	1	-10	-4	-7	10
CCN(CC)S(=O)(=O)c1ccc(NC(=O)c2ccc(CN3CCOCC3)cc2)cc1	-1	2	3	0.6	-1	9	0	-21	-22
Cc1ccnc2c(N3C(=O)C4C5c6ccccc6C(c6ccccc65)C4C3=O)cccc12 (configuration not stated)	2	6	-6	-1.5	-2	-3	-2	0	-1
O=C1c2ccccc2C(O)N1c1cccnc1 (configuration not stated)	-3	4	2	0.8	2	-6	-1	-13	-10
CCC1(c2ccc(F)cc2)NC(=O)N(CC(=O)Nc2cc(S(=O)(=O)N(C)C)ccc2Cl)C1=O (configuration not stated)	4	6	2	0.5	-2	-2	5	-5	5
CC(Sc1nc2sc3c(c2c(=O)n1-c1ccccc1)CCCC3)C(=O)O (configuration not stated)	-2	-2	-9	-1.0	0	-38	nt	13	-13
O=C(CCC(=O)N1CCN(S(=O)(=O)c2ccc(Cl)cc2)CC1)NC1CCCc2ccccc21 (configuration not stated)	1	1	-13	0.8	-1	4	-1	4	-3
NC(=O)C1(N2CCCCC2)CCN(CC(=O)Nc2cc(Cl)ccc2Cl)CC1	3	9	2	-2.1	-2	-13	-4	-21	-4
O=S(=O)(NCCc1ccccc1F)c1cccc(S(=O)(=O)N2CCOCC2)c1	1	4	0	-0.8	1	9	4	-17	-16
O=C(NCc1ccco1)c1cc(NS(=O)(=O)c2cccc([N+](=O)[O-])c2)ccc1O	5	13	-4	-4.0	2	-2	1	-16	-4
CCCCc1nnc(NC(=O)C(C)Sc2nc(O)c(Cc3ccccc3)c(=O)[nH]2)s1 (configuration not stated)	5	5	-2	-1.9	0	-7	-2	0	13
CN(CCc1ccccn1)C(=O)CCC1CCCN(C(=O)c2cscn2)C1 (configuration not stated)	1	0	-9	0.1	1	-7	1	-6	-1
Nc1cc(Cl)ccc1C(=O)OCC(=O)NC1CCCCC1	-1	6	6	1.6	-4	-19	10	-13	4
Cc1ccc(-c2nn(CC(=O)NN3CCOCC3)c(=O)c3ccccc23)cc1	0	-1	-5	-0.4	1	10	nt	4	3
Cc1ccn(C(=O)c2cc3ccccc3oc2=O)n1	2	2	-3	2.6	1	-17	1	8	5
CCOC(=O)N/N=C/c1ccc(OCCSc2ccc(Cl)cc2)c(OC)c1	0	5	-1	-1.6	-7	-9	-2	-26	-8
CC1=CC(C)(C)N(C)C(=O)N1c1ccc(Cl)cc1	3	6	-5	1.4	nt	-1	-4	-5	-12
c1ccc2cc(-c3csnn3)ccc2c1	1	0	-7	0.9	0	-12	0	3	1
COc1ccc(C(=O)N/N=C/c2ccc3cccc(O)c3n2)cc1	2	14	0	-0.5	-2	-21	4	-5	-8
COc1ccc(-c2cn(-c3ccc(OC)cc3)c3[n+]2-c2ccccc2CC3)cc1	95*	77*	2	3.1	1	16	8	-25	-17
O=C(Cc1cccs1)NCCN1CCOCC1	1	8	-5	0.7	2	19	0	0	-16
CN1CCN(S(=O)(=O)c2ccc(NC(=O)C3CCCCC3)cc2)CC1	1	2	-11	-1.6	1	8	-1	-7	-6
CCOC(=O)/C=c1\s/c(=C\c2c(OCC)ccc3ccccc23)c(=O)n1CC(=O)NCC1CCCO1 (configuration not stated)	1	4	-12	-0.8	-12	6	1	-15	-37

# In another format: entries from further up.
# Second line of a record: Ba/F3 V617F tox, BaF3 tox, RBBP9 inhibitor, S1P4 agonist, Runt-CBFb FRET, NPY2 pot ag, NPY Y1 blocker, NPY-Y1 PAM-ag, S1P4 antagonist
- NC(=O)C1(N2CCCCC2)CCN(CC(=O)Nc2cc(Cl)ccc2Cl)CC1
 : 3, 9, 2, -2.1, -2, -13, -4, -21, -4
- Cc1ccnc2c(N3C(=O)C4C5c6ccccc6C(c6ccccc65)C4C3=O)cccc12 (configuration not stated)
 : 2, 6, -6, -1.5, -2, -3, -2, 0, -1

# Further records follow.
Structure	Ba/F3 V617F tox	BaF3 tox	RBBP9 inhibitor	S1P4 agonist	Runt-CBFb FRET	NPY2 pot ag	NPY Y1 blocker	NPY-Y1 PAM-ag	S1P4 antagonist
CC(=O)Nc1cc2c(cc1NC(=O)Cn1nc(-c3ccc4c(c3)OCCO4)ccc1=O)OCCO2	0	5	-13	0.1	2	5	4	-17	9
O=C1CC2C(CC(OC(=O)c3ccc(-c4ccccc4)cc3)C2CO)O1 (configuration not stated)	3	0	-5	2.5	0	8	-5	10	-4
CN(C)c1cccc2c1c(NC(=O)Nc1ccccc1)nn2C	-1	2	0	0.5	3	8	nt	-9	2
Cc1ccc(NC2=NCCC2)cc1Cl	-3	3	-9	0.6	0	14	-1	7	0
CCn1nccc1C(=O)Nc1nc2ccccc2n1CCN1CCCCC1	2	5	-8	1.8	-1	5	12	-1	-5
N#CCC(=N)N1CCN(c2ccccc2Cl)CC1	-2	2	-6	0.4	-3	-13	1	0	-4
CCCc1nc2ccccc2n1C(=S)SC	3	4	6	-0.1	0	-15	-2	-14	0
O=C(O)C1Cc2ccccc2CN1S(=O)(=O)/C=C/c1ccccc1 (configuration not stated)	-1	5	-9	-1.6	2	-19	4	-12	2
C/C(=N/NC(=O)CCc1ccccc1)c1ccco1	1	10	-2	-0.1	1	-1	-1	-1	6
CC(=O)NC1=NN(C(C)=O)C2(S1)C(=O)N(C(C)C)c1ccc(C)cc12 (configuration not stated)	-1	2	-3	0.0	1	3	-1	-10	-1
CCc1cccc2c(SC(C)C(=O)NCC3CCCO3)nc(-c3ccccc3)nc12 (configuration not stated)	-3	5	-5	0.8	-2	0	3	0	-10
O=C(CSc1nnnn1-c1ccccc1)Nc1nsc(-c2ccccc2)n1	1	-1	3	0.1	0	-3	3	4	-3
CCCn1c(CN2CCCCC2CC)nc2c1c(=O)n(C)c(=O)n2C (configuration not stated)	-1	0	-7	-0.4	-2	2	0	14	5
O=C(CSc1ncnc2c1cnn2-c1ccc(Cl)cc1)NCc1ccc2c(c1)OCO2	1	7	-6	0.5	-8	8	0	9	-26
CN(C)C(=O)c1ccc(Oc2ccc(C(=O)N(C)C)cc2)cc1	-2	4	-5	1.3	1	-4	1	21	-1
Cc1nc(-c2ccccn2)nc(SCC(=O)c2ccc(F)cc2)c1Cl	0	-2	-8	0.4	-2	-41	nt	-57	7
CCc1cc(C(=O)N2CCCC(C(=O)c3cccc(OC(C)C)c3)C2)n(C)n1 (configuration not stated)	-6	4	-3	1.1	-4	6	1	9	-18
O=c1cc2c(n[nH]1)CCCC2	3	1	-1	-1.4	1	-1	-1	-3	2
COC(=O)c1nn(-c2ccccc2)c2nnc(Cc3ccc(C)cc3)c(=O)n12	0	8	-9	0.8	-3	-2	3	0	0
Cc1cc(S(=O)(=O)NC(C)C)ccc1OCC(=O)N1CCOCC1	3	2	-7	0.8	-3	-4	4	-10	8
COc1ccccc1C(=O)NCC(=O)N/N=C/c1cn[nH]c1-c1ccccc1	1	4	-4	-1.3	-3	0	-2	-13	-5
CCOC(=O)C1=C(Nc2ccccc2)CC(C)(O)C(C(=O)OCC)C1c1ccc(Cl)cc1 (configuration not stated)	3	5	-3	0.6	-5	-1	11	-4	-6
CC1(C)CC(=O)C2=C(C1)Oc1ncn(Cc3ccco3)c(=N)c1C2c1ccccc1 (configuration not stated)	-4	6	-7	1.1	-1	-9	-13	-3	-18
COc1cc2c(cc1OC)C(C(=O)NCc1ccco1)C1c3ccccc3CCN1C2=O (configuration not stated)	-1	4	-6	-2.1	0	1	-3	15	-2
Cn1ncc2c(NNC(=O)c3ccc(Cl)c(Cl)c3)ncnc21	4	12	-5	0.0	4	-2	3	-8	1
C#CCOCCOCCOCCNc1nc(N2CCN(C(=O)Cn3cc(CCCN=C(N)N)nn3)CC2)nc(N2CCN(C(=O)Cn3cc(CCCN=C(N)N)nn3)CC2)n1	-2	-1	-6	1.0	2	2	-2	-3	1
CC(O)CCC(=O)NNC1=CC(=O)CC(C)(C)C1 (configuration not stated)	1	2	-8	1.7	0	-2	2	13	-2
O=C(NC1=NCCS1)c1ccc2c(c1)C(=O)N(Cc1ccco1)C2=O	3	3	6	-0.8	6	7	-2	8	5
COc1ccccc1C1/C(=C(/O)c2ccccc2)C(=O)C(=O)N1CC(C)C (configuration not stated)	-2	6	-4	-0.9	4	-2	0	-3	4
Cn1nccc1C(=O)Nc1cccc(C(F)(F)F)c1	-2	-1	-2	-0.7	1	15	2	13	-11

# Only NPY2 pot ag, for five of the compounds above:
compound | NPY2 pot ag
O=c1cc2c(n[nH]1)CCCC2 | -1
COC(=O)c1nn(-c2ccccc2)c2nnc(Cc3ccc(C)cc3)c(=O)n12 | -2
Cc1cc(S(=O)(=O)NC(C)C)ccc1OCC(=O)N1CCOCC1 | -4
COc1ccccc1C(=O)NCC(=O)N/N=C/c1cn[nH]c1-c1ccccc1 | 0
CCOC(=O)C1=C(Nc2ccccc2)CC(C)(O)C(C(=O)OCC)C1c1ccc(Cl)cc1 (configuration not stated) | -1

# More entries
Structure	Ba/F3 V617F tox	BaF3 tox	RBBP9 inhibitor	S1P4 agonist	Runt-CBFb FRET	NPY2 pot ag	NPY Y1 blocker	NPY-Y1 PAM-ag	S1P4 antagonist
Cc1ccc(S(=O)(=O)N/N=C\C=C\c2ccccc2)cc1	1	3	-3	-0.2	-1	-16	14	15	1
O=C1C2C3C=CC(C3)C2C(=O)N1c1ccccc1 (configuration not stated)	-4	-2	-6	-0.8	0	4	-2	19	-3
Cc1ccc(C)c(OCC(=O)Nc2ccc3c(c2)OCO3)c1	0	7	-11	0.9	2	7	5	8	-39
CC(=O)Nc1ccc(S(=O)(=O)Oc2ccccc2N2CCCCC2)cc1	2	-1	-9	-0.5	1	8	nt	19	-4
CC1CCN(C(C(=O)NC2CCCCC2)c2cc3c(cc2[N+](=O)[O-])OCO3)CC1 (configuration not stated)	-1	5	3	-0.4	5	-1	9	-2	4

# Bioassay records: PubChem BioAssay, several laboratories
